# Source: PubChem
# HIV fusion peptide: inhibitors of HIV fusion peptide binding, primary screen, biochemical, uHTS, fluorescence dequenching (AID 1986). 0.3% of 290,000 active. one-dose inhibition, % at 20 µM; IC50 in µM for titrated hits. cell-free peptide binding, fluorescence dequenching, 30 min; higher % means a stronger effect; in the data active means inhibition mostly above about 52%, no sharp cut-off; inactive means mostly below about 76%; further: some results filed as inactive read as strong as hits
# Myeloid diff 2: induction of myeloid progenitor differentiation, primary screen, cell-based, flow cytometry, MLPCN library. ER-HoxA9 myeloid progenitors, lysozyme-GFP differentiation. calls only at 10 µM. 1% of 360,000 active;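 active means normalized GFP-positive differentiation at or above the plate's own cutoff, the solvent-only control mean plus 3 SD; inconclusive means no clear call, values can overlap the other calls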;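 further: cells exposed to compound for four days before flow analysis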
# NOD1 inhibition: NOD1 signaling inhibitors, primary screen, cell-based, luminescence, uHTS (AID 1578). NOD1-driven NF-kB luciferase reporter cells, luminescence; higher % means a stronger effect. 1% of 290,000 active. inhibition, % at 4 µM, or EC50 in µM where a hit was titrated; in the data active means inhibition mostly above about 36%, no sharp cut-off; inactive means mostly below about 34%;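 further: HEK-293T reporter cells stimulated with the NOD1 agonist gamma-tri-DAP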
# GPR55 antagonists: GPR55 antagonists blocking LPI-driven arrestin recruitment, primary screen, imaging, U2OS, beta-arrestin-GFP, LPI agonist (AID 2013). 0.13% of 290,000 active. inhibition, % at 10 µM; hits with a dose series show IC50 in µM. U2OS GPR55 beta-arrestin-GFP translocation imaging, LPI antagonism; higher % means a stronger effect. G-protein coupled receptor 55 (Homo sapiens);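 active means spots per cell inhibited over 60%, with over 100 cells counted and total cytoplasm intensity under 500,000; inconclusive means wells with under 100 cells, flagged as likely toxic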;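 further: U2OS cells stably carrying GPR55 and arrestin-GFP stimulated by 5 µM LPI near EC80; imaged beta-arrestin-GFP aggregate spots per cell after agonist stimulation; plate controls were LPI-stimulated DMSO wells for no effect and DMSO wells without LPI for full effect; some results filed as inactive read as strong as hits; confirmed hits need IC50 under 10 µM and bright autofluorescent wells are also inconclusive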
# GPR55 beta-arrestin: GPR55 agonists via beta-arrestin recruitment, primary screen, imaging, U2OS cells, beta-arrestin-GFP redistribution (AID 1961); G-protein coupled receptor 55 (Homo sapiens); U2OS GPR55 beta-arrestin-GFP redistribution imaging; higher % means a stronger effect; activation, % at 10 µM; hits with a dose series show EC50 in µM; 0.048% of 290,000 active;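 active means activation above 40% with more than 50 cells counted in the well; inconclusive means wells holding fewer than 50 cells, flagged as toxic or sparse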;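 further: U2OS osteosarcoma cells stably expressing GPR55 and beta-arrestin-GFP; plate controls were DMSO negative control for no effect and LPI positive control for full effect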
# HEK293 NOD2/NF-kB: NOD2 signaling inhibitors, cell-based, luminescence, uHTS, HEK293 (AID 1566) | 0.63% of 290,000 active | HEK293 NOD2/NF-kB luciferase reporter, luminescence; higher % means a stronger effect | inhibition, % at 4 µM; hits with a dose series show EC50 in µM; further: many of its hits are not listed in these tables
# KOR beta-arrestin-1: KOR antagonists, beta-arrestin recruitment, cell-based, luminescence, uHTS (AID 1778). Kappa-type opioid receptor (Homo sapiens). KOR beta-arrestin recruitment, luminescence, antagonist mode; higher % means a stronger effect. one-dose inhibition, % at 10 µM; IC50 in µM for titrated hits. 0.091% of 290,000 active; further: strong numbers were not always called active
# KOR beta-arrestin-2: KOR agonists, beta-arrestin recruitment, primary screen, cell-based, luminescence, uHTS (AID 1777). KOR beta-arrestin recruitment, luminescence; higher % means a stronger effect. activation, % at 10 µM; hits with a dose series show EC50 in µM. 0.02% of 280,000 active; in the data active means activation above about 50%, passing the limit was not always enough; further: a part of the inactive calls stands beside numbers as strong as those of hits
# GPR35 antagonists: GPR35 antagonists blocking zaprinast-driven arrestin recruitment, primary screen, imaging, U2OS, beta-arrestin-GFP, zaprinast agonist (AID 2058). inhibition, % at 10 µM, or IC50 in µM where a hit was titrated. G-protein coupled receptor 35 (Homo sapiens). 0.052% of 290,000 active. U2OS GPR35 beta-arrestin-GFP translocation imaging, zaprinast antagonism; higher % means a stronger effect;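 active means inhibition of at least 50% with at least 30 cells and total cytoplasm GFP at most 10,000,000; inconclusive means under 30 cells or total GFP of 10,000,000 plus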
# Myeloid diff 2 GFP+ MAC1+ %: recorded beside Myeloid diff 2, whose call it bears; GFP+ MAC1+ double positive, %; measured here: differentiation confirmed by MAC1 staining
# * hit, by the source's call; i = inactive; ? = inconclusive; . = no result given; [ ] = dose if it differs, or a comment. Unless noted, no stated cut-off is given here; in the data, active means inhibition above about 50%; inactive means the rest.
SMILES,HIV fusion peptide,Myeloid diff 2,Myeloid diff 2 GFP+ MAC1+ %,NOD1 inhibition,GPR55 antagonists,GPR55 beta-arrestin,HEK293 NOD2/NF-kB,KOR beta-arrestin-1,KOR beta-arrestin-2,GPR35 antagonists
COc1cccc(-c2nnc(NC(=O)c3cccc(F)c3)o2)c1,3.5%,i,3.6,0.7%,5.8%,0.3%,-102.4%,74.1%,-9.9%,7.6%
Cc1ccc(-c2nnn(CC(=O)N(Cc3ccco3)C(C(=O)NC(C)(C)C)c3cccs3)n2)o1 (centres undefined),25.7%,i,0.9,-10.4%,-2.5%,-0.3%,7.5%,1.7%,-2.6%,-1.4%
COc1ccc2c(c1OC)C(=O)N1C2SC[C@H]1C(=O)NC1CCCCC1 (some centres undefined),2.4%,i,2.3,1.6%,-13.0%,0.2%,18.8%,6.2%[20 µM],-3.2%,-0.9%
O=C(Nc1cccc(S(=O)(=O)C(F)F)c1)c1ccc(S(=O)(=O)N2CCCCC2)cc1,-1.6%,i,0.5,-8.5%,11.5%,0.0%,16.4%,36.1%,-0.5%,-1.4%
CN1C(N)=NC(=O)/C1=C/c1ccc(F)cc1,-0.5%,i,0.6,-5.8%,-7.8%,-0.1%,-2.2%,3.1%,-0.6%,-8.5%
C=C(C)C(=O)N1CC2(CC(c3cccc(NC(=O)CCCCC)c3)=NO2)C[C@H]1C(N)=O (some centres undefined),0.2%,i,1.3,-7.8%,6.6%,-0.2%,6.1%,15.9%,4.5%,-6.4%
CCCCCCCCNc1ncnc2ccccc12,-1.6%,i,6.5,54.9%,4.3%,0.0%,55.7%*,-35.8%,0.5%,6.5%
C=CCC(C#Cc1ccccc1)[N+](C)(C)CC=C (centres undefined),22.4%,i,0.9,0.9%,0.1%,0.2%,9.1%,21.0%,-0.7%,-0.3%
O=C(/C=C/c1ccc(F)cc1)NC(Cc1c[nH]c2ccccc12)C(=O)O (centres undefined),6.3%,i,0.4,-28.3%,5.3%,-0.4%,6.0%,6.1%,8.2%,0.8%
O=C(/C=C/c1ccco1)Nc1nc(-c2ccccc2)cs1,32.6%,i,1.1,22.7%,18.8%,1.5%,-26.4%,10.4%,7.7%,-3.1%
CN(C1CCCC1)C1CCN(C(=S)Nc2cc(F)cc(F)c2)CC1,1.8%,i,0.8,-22.3%,5.5%,0.5%,6.0%,13.7%,-2.3%,-3.5%
Cc1noc(C)c1Cc1c(Cl)cccc1Cl,-1.7%,i,0.5,-20.3%,10.5%,-0.2%,5.7%,3.6%,-1.7%,-0.5%
O=C(O)CSCNC(=O)C12CC3CC(CC(C3)C1)C2,2.6%,i,1.4,-16.6%,6.4%,-0.1%,-6.3%,-14.3%,0.6%,-13.3%
Cc1onc(-c2ccccc2)c1C(=O)Nc1ccc(-c2nnc3n2CCCCC3)cc1,1.4%,i,1.3,11.8%,-4.9%,-0.2%,-4.3%,3.1%,-7.6%,-4.7%
CCCc1cc(=O)[nH]c(SCCOc2ccc(OCC)cc2)n1,1.4%,i,1.1,36.0%,-16.7%,-0.2%,3.4%,8.6%,5.2%,-2.4%
O=C(CCN1CCCCCC1)Nc1ccc2c(c1)OCCO2,0.4%,i,0.1,-19.6%,12.7%,-0.5%,-3.0%,-2.1%,-4.0%,-1.4%
Cn1cc([N+](=O)[O-])c(C(=O)N(Cc2ccccc2)Cc2ccccc2)n1,-0.7%,i,0.2,-18.0%,-1.2%,-0.3%,13.3%,-35.9%,7.8%,-18.0%
O=C(CCc1ccccc1)NNC(=O)c1ccccc1Cl,1.8%,i,0.6,-19.5%,4.3%,-0.3%,18.6%,-35.7%[20 µM],-0.4%,0.6%
COc1cccc(/C=C2/SC(=S)N(CCC(=O)N3CCOCC3)C2=O)c1,-1.1%,i,0.6,-11.1%,0.1%,-0.1%,-12.6%,5.2%,-6.3%,-3.7%
COCCNC(=O)C(c1ccc(C)o1)N(Cc1ccco1)C(=O)c1snc(C(N)=O)c1N (centres undefined),3.0%,i,0.5,-23.5%,-2.3%,-0.4%,10.8%,9.3%,1.2%,-17.6%
CCOc1ccc(C(=O)Nc2cccc(-c3cc4ccccc4oc3=O)c2)cc1[N+](=O)[O-],3.0%,i,0.7,43.2%,13.2%,-0.1%,21.8%,-11.6%,-1.0%,0.6%
Cc1ccc(-n2cccc2C(=S)N=P(N(C)C)(N(C)C)N(C)C)cc1,-2.1%,i,2.9,1.7%,-7.0%,-0.1%,-3.9%,14.4%,-3.1%,-10.3%
Cc1ccc(-n2c(SCC(=O)NCCC3=CCCCC3)nc3n[nH]c(C)c3c2=N)cc1Cl,2.4%,?,.,26.5%,2.3%,-0.2%,32.3%,-22.8%,16.0%,-3.9%
CCN(c1ccccc1)S(=O)(=O)c1ccc(Cl)c(NC(=O)COC(=O)c2ccc[n+]([O-])c2)c1,0.1%,i,0.4,-23.8%,-1.9%,-0.4%,2.6%,-2.1%,-1.4%,-14.2%
O=C(Nc1ccccc1C(=O)N1CCCC1)c1cccc(S(=O)(=O)N2CCCCC2)c1,1.6%,i,0.9,-9.3%,3.8%,-0.2%,12.5%,-7.2%,1.7%,19.9%
COc1ccc(-c2nnc(SCC(=O)NC3CCCC3)n2C)cc1,-2.1%,i,1.2,-20.7%,-6.4%,.,7.6%,14.1%,-4.9%,-7.9%
O=C(OCC(=O)N1CCCC1=O)C1COc2ccccc2O1 (centres undefined),-0.5%,i,0.8,-20.6%,14.8%,0.1%,11.4%,4.6%,-4.7%,1.2%
CCOC(=O)c1ccccc1NC(=O)CSc1nnnn1C1CCCCC1,-1.9%,i,2.4,-12.0%,5.1%,-0.2%,4.0%,17.1%,-3.2%,-9.7%
CCCN1CCN(c2ccc([N+](=O)[O-])cc2C#N)CC1,0.0%,i,0.2,-18.4%,6.0%,-0.3%,15.6%,14.6%,-5.7%,-1.2%
Cc1ccc(N2C(=O)C3CCCN3C2=S)cc1C (centres undefined),2.0%,i,0.7,-11.5%,3.3%,0.6%,3.9%,-14.8%,-3.8%,-5.5%
CCOC(=O)c1ccc(NC(=O)NCCc2cnc[nH]2)cc1,-0.7%,i,0.6,-39.3%,8.2%,-0.3%,1.0%,-75.0%[20 µM],6.7%,-8.6%
Cc1sc2nc(CC(=O)NN)[nH]c(=O)c2c1C,-0.9%,i,1.1,-7.0%,6.8%,-0.1%,-18.3%,16.0%,4.3%,-0.5%
COC(=O)Cc1ccc(NC(=S)NC(C)(C)C)cc1,0.7%,i,0.4,-29.8%,11.9%,0.4%,-4.2%,-3.7%,-5.3%,2.9%
O=C(CC1SC(N2CCCCC2)=NC1=O)Nc1cccc(C(F)(F)F)c1 (centres undefined),-1.0%,i,1.3,7.7%,-4.4%,-0.1%,0.6%,-30.3%,5.7%,7.7%
Cn1c(CNC(=O)OC(C)(C)C)n[nH]c1=S,0.2%,i,0.2,-30.8%,10.4%,-0.1%,11.7%,-15.5%[20 µM],.,15.0%
CC(=O)Nc1ccc(S(=O)(=O)N2CCCN(c3nc(C)cc(C)c3C#N)CC2)cc1,-0.7%,i,0.6,-28.0%,13.7%,-0.1%,-4.1%,16.7%,-1.1%,4.1%
COCCNC(=O)c1ccc2c(c1)ncn2-c1ccc(F)c(F)c1,-1.7%,i,0.9,11.0%,7.1%,0.1%,-156.8%,1.4%,1.2%,-4.2%
O=C(NC(=S)NNC(=O)c1ccccc1F)c1cccnc1,1.5%,i,0.3,2.7%,6.7%,0.2%,15.7%,-0.6%,-1.1%,-14.7%
C/C(=N\NC(=O)CCC(=O)Nc1ccccc1)c1cccs1,-3.0%,i,0.5,1.7%,9.4%,-0.4%,15.9%,-13.7%,3.6%,5.3%
O=C(NCC1CCCO1)C1CCCN(S(=O)(=O)c2ccc(Br)cc2)C1 (centres undefined),1.9%,i,0.6,-33.6%,8.0%,0.3%,19.9%,0.0%,0.4%,-10.5%
CCC(C)NC(=O)c1ccc2nc(Cc3ccc(OC)cc3)oc2c1 (centres undefined),1.7%,i,0.9,-14.9%,18.1%,-0.1%,2.2%,-14.1%,1.6%,-5.7%
CCOC(=O)c1cccc(NC(=O)c2ccc3c(c2)OCO3)c1,-0.6%,i,0.4,-56.6%,2.4%,0.2%,-38.7%,-29.5%[20 µM],-3.8%,7.5%
CCN1C(=O)c2cccc3c(S(=O)(=O)Nc4ncccc4C)ccc1c23,-1.3%,i,0.7,2.7%,0.0%,-0.3%,8.9%,5.1%,4.9%,17.7%
Cn1c(NC(=O)c2ccc(Br)o2)cc(=O)n(C)c1=O,-1.8%,i,0.2,-10.5%,-1.9%,-0.2%,1.6%,3.4%,-4.2%,8.6%

# By substructure: the entries above with an NH in an aromatic ring (six)
SMILES,HIV fusion peptide,Myeloid diff 2,Myeloid diff 2 GFP+ MAC1+ %,NOD1 inhibition,GPR55 antagonists,GPR55 beta-arrestin,HEK293 NOD2/NF-kB,KOR beta-arrestin-1,KOR beta-arrestin-2,GPR35 antagonists
O=C(/C=C/c1ccc(F)cc1)NC(Cc1c[nH]c2ccccc12)C(=O)O (centres undefined),6.3%,i,0.4,-28.3%,5.3%,-0.4%,6.0%,6.1%,8.2%,0.8%
CCCc1cc(=O)[nH]c(SCCOc2ccc(OCC)cc2)n1,1.4%,i,1.1,36.0%,-16.7%,-0.2%,3.4%,8.6%,5.2%,-2.4%
Cc1ccc(-n2c(SCC(=O)NCCC3=CCCCC3)nc3n[nH]c(C)c3c2=N)cc1Cl,2.4%,?,.,26.5%,2.3%,-0.2%,32.3%,-22.8%,16.0%,-3.9%
CCOC(=O)c1ccc(NC(=O)NCCc2cnc[nH]2)cc1,-0.7%,i,0.6,-39.3%,8.2%,-0.3%,1.0%,-75.0%[20 µM],6.7%,-8.6%
Cc1sc2nc(CC(=O)NN)[nH]c(=O)c2c1C,-0.9%,i,1.1,-7.0%,6.8%,-0.1%,-18.3%,16.0%,4.3%,-0.5%
Cn1c(CNC(=O)OC(C)(C)C)n[nH]c1=S,0.2%,i,0.2,-30.8%,10.4%,-0.1%,11.7%,-15.5%[20 µM],.,15.0%

# This is a subset (hit frequency here may not be typical).
